Screens: PubChem, several laboratories
Granule exo inh: LAMP-1 surface exposure blockers, TALL-104 cells – cell-based, flow cytometry, MLPCN library, primary screen. 360,000 compounds, 0.66% hits. TALL-104 LAMP-1 surface exposure; cells stimulated with thapsigargin and PMA. AID 651702, 2012. inhibition, % at 10 µM;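 active means inhibition above about 55%, limit read from the data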
NR2E3 ag-1: inhibitors of NR2E3-RetCOR corepressor binding, primary screen, NR2E3 agonist project, biochemical, TR-FRET, GST-NR2E3, biotin-RetCOR; Photoreceptor-specific nuclear receptor (Homo sapiens), Q9Y5X4; 1536-well; inhibition of corepressor binding, % at 4.78 µM; 320,000 compounds, 0.12% hits; AID 2300, 2010;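 active means percent inhibition above the cutoff of mean plus 3 SD of all tested compounds, set per screening campaign, cut at about 20% in these data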;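 further: 0% = DMSO wells and 100% = biotin wells as full block of FRET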
Target sequence (Q9Y5X4 whole entry, looked up): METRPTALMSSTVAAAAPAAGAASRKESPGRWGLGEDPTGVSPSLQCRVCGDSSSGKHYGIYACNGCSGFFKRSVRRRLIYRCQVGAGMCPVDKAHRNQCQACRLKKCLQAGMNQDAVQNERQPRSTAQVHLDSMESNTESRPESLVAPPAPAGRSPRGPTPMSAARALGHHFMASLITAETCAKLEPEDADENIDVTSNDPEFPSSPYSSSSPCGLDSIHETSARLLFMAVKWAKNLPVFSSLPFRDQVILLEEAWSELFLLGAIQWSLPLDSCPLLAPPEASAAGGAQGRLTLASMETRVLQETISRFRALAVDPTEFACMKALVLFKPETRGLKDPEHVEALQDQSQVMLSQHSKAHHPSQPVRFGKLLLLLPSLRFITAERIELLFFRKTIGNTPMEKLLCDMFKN
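Test system – NR2E3–RetCOR corepressor complex · Quantity – NR2E3 fusion 1.35 nM · Buffer or medium – Tris pH 7.5 · Incubation – Compound–protein incubation for 5 h at 4 °C · Technique – TR-FRET, Eu(K)-anti-GST donor, streptavidin-D2 acceptor, ex 340, em 617/671 nm · Evaluation – percent inhibition of 671/617 nm emission ratio versus biotin and DMSO controls · Plate – 1536-well format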
aDG glyco up: activators of alpha-DG glycosylation, primary screen, uHTS, Pro5-aDG cells, AlphaScreen; alpha-DG glycosylation AlphaScreen (IIH6); 0% Pro5, 100% B10-LARGE cell signal; activation, % at 10 µM; 360,000 compounds, 0.22% hits; AID 624168, 2012;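 active means activation of at least 8% versus controls, or a plate z-score of at least 8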;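 further: Pro5 are CHO cells carrying HIG-tagged alpha-DG that lacks glycosylation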
HIF-2a inh: HIF-2a reporter inhibitors, primary screen, luminescence, 786-0 RCC cells; 786-0 RCC cells HIF-2a reporter, luciferase luminescence, overnight; inhibition, % at 18.8 µM; 360,000 compounds, 0.72% hits;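 active means inhibition of the luminescence signal of 40% or more relative to plate controls, in a single-dose primary screen at 18.75 µM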
NR2E3 ag-2: NR2E3 agonists in two-hybrid cells, primary screen, cell-based, luminescence, CHO-S, Gal4-NCOR/VP16-NR2E3 | inhibition of corepressor binding, % at 3.98 µM | Photoreceptor-specific nuclear receptor (Homo sapiens), Q9Y5X4 | 360,000 compounds, 0.35% hits | luciferase | AID 602229, 2012;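 active means inhibition above the mean of all tested compounds plus 3 SD, cut at about 70% in these data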;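 further: 0% = DMSO with NR2E3 transfected cells and 100% = cells lacking NR2E3 construct; higher means lower luciferase signal from less NR2E3 corepressor binding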
Peg3 prom inh: Peg3 promoter-driven luciferase inhibitors, primary screen, cell-based, HeLa, luciferase luminescence. 360,000 compounds, 1.7% hits. HeLa PEG-Prom luciferase reporter, overnight. inhibition, % at 20 µM;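 active means inhibition of at least 50% at 20 µM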
PDI turbidity: inhibitors of human PDI, primary screen, biochemical, turbidity, single point, plate reader; inhibition, % at 10 µM; 350,000 compounds, 0.052% hits; PDI insulin aggregation turbidity, A650, 90 min; Protein disulfide-isomerase (Homo sapiens), P07237; AID 588391, 2011;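 active means mean inhibition across replicates of 30% or more, whatever share of single replicates reach that level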;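 further: absorbance from insulin aggregation driven by PDI reduction with DTT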
Target sequence (P07237 whole entry, looked up): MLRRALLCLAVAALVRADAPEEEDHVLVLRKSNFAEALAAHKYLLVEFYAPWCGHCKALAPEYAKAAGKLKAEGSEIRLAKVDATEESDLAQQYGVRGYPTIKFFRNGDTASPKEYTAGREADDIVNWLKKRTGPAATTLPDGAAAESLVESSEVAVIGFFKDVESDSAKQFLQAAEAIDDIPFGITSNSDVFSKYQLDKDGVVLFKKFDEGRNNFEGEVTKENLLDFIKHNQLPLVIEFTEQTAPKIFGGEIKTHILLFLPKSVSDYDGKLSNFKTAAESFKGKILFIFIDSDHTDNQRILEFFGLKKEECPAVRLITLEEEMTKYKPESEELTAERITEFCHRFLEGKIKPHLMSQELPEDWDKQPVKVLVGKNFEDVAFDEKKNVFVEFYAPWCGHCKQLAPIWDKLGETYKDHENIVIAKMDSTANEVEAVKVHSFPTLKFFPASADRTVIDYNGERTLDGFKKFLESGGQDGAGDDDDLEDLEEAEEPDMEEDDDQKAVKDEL
hiPSC survival: enhancers of single-cell hiPSC survival, primary screen, ATPlite luminescence. 100% = ROCK inhibitor wells, 0% = DMSO. AID 602274, 2012. survival enhancement, % at 20 µM. 360,000 compounds, 0.044% hits; in the data active means survival enhancement above about 18%;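 further: cells exposed to compounds for 16 hours before the ATP read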
MITF TRPM1 inh: inhibitors of MITF-dependent TRPM1 promoter reporter, primary screen, cell-based, SK-MEL-5, single point, luciferase. SK-MEL-5 TRPM1 promoter luciferase, 24 h. 330,000 compounds, 0.83% hits. inhibition, % at 12.5 µM;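 active means mean inhibition across replicates of 60% or more, whatever share of single replicates reaches that level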; further: values of inactives mirror those of a sister screen read the other way
Vif imaging: HIV Vif self-association inhibitors, primary screen, imaging, HEK293T, single point | HEK293T cells, Vif self-association by quenched fluorescence, 24 h | inhibition, % at 7.49 µM | 340,000 compounds, 0.35% hits; in the data active means inhibition above about 50%, passing the limit was not always enough; further: some results filed as inactive read as strong as hits
CaV13 FRET inh: Primary screen for inhibitors of IQ motif and Ca2+-dependent inactivation inhibitor domain binding in CACNA1D, Förster resonance energy transfer in living cells, …; 340,000 compounds, 0.098% hits; inhibition, % at 12.3 µM; AID 743397; HEK cells, CFP/YFP FRET ICDI-IQ, plate reader, 10 min; percent FRET-ratio fall versus neutral wells;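 active means mean replicate inhibition of at least 30% and at least 1% of replicates passing that level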;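 further: 0% = median of the neutral control wells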
Active calls of the source: *; / = no result given. This is a random part of the collection; any-hit rate near 3.5%.

Values in the order: Granule exo inh, NR2E3 ag-1, aDG glyco up, HIF-2a inh, NR2E3 ag-2, Peg3 prom inh, PDI turbidity, hiPSC survival, MITF TRPM1 inh, Vif imaging, CaV13 FRET inh
1. COc1ccc(Cc2nc(C(=O)Nc3ccccc3)cs2)cc1
    -5, 1, 0.5, -216, -6, -258, 10, 0.0, -10, -12, /
2. Cc1ccc(S(=O)(=O)Oc2ccc(C3C4=C(CCCC4=O)N(CCC(=O)O)C4=C3C(=O)CCC4)cc2Cl)cc1
    0, 1, 0.1, 18, -15, -5, 8, 2.2, 7, -2, 4
3. O=P(/C(=N/O)Sc1ccccc1)(N1CCOCC1)N1CCOCC1
    0, -3, 0.0, 21, 4, 4, -5, -0.6, -1, 20, -6
4. Cc1ccc(NC(=O)C2Cc3ccccc3CN2C(=O)c2ccco2)cc1S(=O)(=O)N(C)C (configuration not stated)
    0, 3, -0.2, -102, -44, -29, -2, 0.1, -10, -2, -3
5. Cn1c(SCC(=O)C(C)(C)C)nnc1-c1ccc(F)cc1
    -1, 4, 0.1, -12, -26, -8, -4, -0.6, -14, 1, -5
6. CCN(CC)C(=O)CSc1nnc([C@H](CCSC)NC(=O)OC(C)(C)C)o1
    -2, 0, 0.0, 1, -12, 12, 2, 1.6, -2, -1, -3
7. COc1ccc(C(=O)NC2(C(F)(F)F)NC(=O)N(CCCc3ccccc3)C2=O)cc1OC (configuration not stated)
    -1, -2, 0.3, 22, -4, 24, -8, -0.1, -2, -7, -3
8. COc1ccc(OC)c(C2=NS(=O)(=O)N(C)C(C(=O)Nc3ccc(F)cc3F)=C2)c1
    3, -1, 0.2, 17, -5, 1, -6, 0.2, 7, 0, -16
9. COc1ccc(CNC(=O)c2ccc(Cn3nc(C)cc3C)o2)cc1
    -3, 4, -0.1, 12, -13, 18, 11, 1.2, -15, -4, -3
10. CC[C@]12c3[nH]c4ccc(OC)cc4c3CCN1C(=O)C(CC(=O)NCC13CC4CC(CC(C4)C1)C3)C[C@@H]2C(=O)N1CCN(C(=O)c2ccco2)CC1 (some centres not stated)
    -2, /, 0.1, -3, 9, 14, -4, -0.9, 11, /, /
11. COc1ccc(C(=O)N2CCn3c(C)ccc3C2C)cc1 (configuration not stated)
    -1, 5, -0.2, 6, -18, -13, 8, -3.2, 5, -10, -8
12. Cc1c(Cc2ccccc2)c(=O)oc2cc(OC(=O)c3ccccc3)ccc12
    2, -1, 0.4, -25, 2, -2, -4, 0.0, -3, 19, -2
13. O=C(CSc1nnc(Cc2cccs2)n1-c1ccc(Cl)cc1)NCc1ccc2c(c1)OCO2
    0, 0, 0.3, 16, 5, 7, 4, -1.1, -2, -3, -4
14. Cc1nc(SCC(=O)NC2CCCCC2C)c(C#N)c(C)c1C (configuration not stated)
    8, 5, 0.1, 0, -12, 6, -12, 0.4, -6, 1, -6
15. Cc1ccc(S(=O)(=O)N(C)C)cc1-n1c(SCC(=O)Nc2ccc(F)cc2)nc2ccccc2c1=O
    2, 3, -0.9, 19, 18, 20, -21, -0.1, 3, -3, -3

Overlap with the part before: 3 entries, followed by the next part.
Values in the order: Granule exo inh, NR2E3 ag-1, aDG glyco up, HIF-2a inh, NR2E3 ag-2, Peg3 prom inh, PDI turbidity, hiPSC survival, MITF TRPM1 inh, Vif imaging, CaV13 FRET inh
13. O=C(CSc1nnc(Cc2cccs2)n1-c1ccc(Cl)cc1)NCc1ccc2c(c1)OCO2
    0, 0, 0.3, 16, 5, 7, 4, -1.1, -2, -3, -4
14. Cc1nc(SCC(=O)NC2CCCCC2C)c(C#N)c(C)c1C (configuration not stated)
    8, 5, 0.1, 0, -12, 6, -12, 0.4, -6, 1, -6
15. Cc1ccc(S(=O)(=O)N(C)C)cc1-n1c(SCC(=O)Nc2ccc(F)cc2)nc2ccccc2c1=O
    2, 3, -0.9, 19, 18, 20, -21, -0.1, 3, -3, -3
16. CC(C)(C)c1ccc(OCCCC(=O)N2CCOCC2)cc1
    -10, -1, 0.0, -125, -25, -76, -12, 0.1, -53, -4, -3
17. C#Cc1ccc([C@@H]2C=C(C(=O)N3CCOCC3)O[C@H](OCC)[C@H]2CCCO)cc1
    -4, 4, 0.0, 14, -30, -6, 1, 4.3, -11, -2, -12
18. CCc1c(C(C)S(=O)(=O)c2ccc(C)cc2)[nH]c(=O)n1-c1ccc(OC(F)(F)F)cc1 (configuration not stated)
    2, 1, 0.3, 2, -33, 12, -2, -2.6, 10, 4, /
19. COCOCCn1cc(CN2CCS(=O)(=O)N(Cc3ccc(-c4cccc(N(C)C)c4)cc3)C(CC(C)C)C2=O)nn1 (configuration not stated)
    0, /, -0.3, -6, 1, 15, 6, 4.5, /, -3, -8
20. CC(C)CCN1CCC(CN2C(=O)C(=O)NC[C@@H]2CC(C)C)CC1
    -2, /, -0.2, 0, -8, -7, /, 3.1, /, 3, -6
21. Cc1ccc(/C(O)=C2\C(=O)C(=O)N(C)C2c2ccc([N+](=O)[O-])cc2)cc1 (configuration not stated)
    -3, 1, 0.0, 21, -6, 6, 2, 3.4, 2, -7, -20
22. CCOC(=O)C(C(C)=O)=C1SC2CS(=O)(=O)CC2S1 (configuration not stated)
    0, 0, -0.3, -12, 6, 2, 0, 1.1, 4, 1, -10
23. COc1ccc(-c2oc3ccccc3c2C(=O)OCc2ccccc2)cc1
    3, 0, -0.1, -162, -47, -112, 2, 0.3, -14, 0, -10
24. N=C1c2ccccc2CN1NC(=O)c1cccc(S(=O)(=O)N2CCOCC2)c1
    0, 2, -0.4, 11, -3, 10, 3, -0.2, 2, -4, -5
25. COc1ccc(CN2CC(=O)N3[C@H]4c5ccc(OC)cc5OC[C@@H]4[C@H](c4ccccc4)[C@]3(C)C2=O)cc1
    7, 4, 0.3, 13, -20, 23, 1, -1.1, -5, -2, -10
26. CN1CCn2cnc(C(=O)N[C@@H](Cc3ccccc3)C(=O)OC(C)(C)C)c2C1=O
    5, /, 0.0, 2, 4, 19, 5, 4.1, /, -3, -5
27. CCCn1c(NC(=O)c2ccc(Cl)c(S(=O)(=O)N3CCCC3)c2)nc2ccccc21
    2, 1, 0.2, 12, -17, 53*, 3, -2.2, 33, -16, -6
28. COc1ccccc1CNCCS(=O)(=O)NN1CCOCC1
    0, /, 0.4, 9, 10, -3, -8, -1.5, -6, -1, -4
29. Cc1ccc(-c2nnc(SCC(=O)Nc3ccc(S(=O)(=O)N4CCCCCC4)cc3)o2)cc1
    0, -2, 0.2, 12, -9, 12, -3, -0.7, 15, -1, -8
30. CCOc1ccc(NS(=O)(=O)c2ccc(C(=O)NCC3(N(C)C)CCCCC3)cc2)cc1
    8, 7, 0.2, 9, -7, -11, 8, -0.4, 3, -8, -6

2 entries drawn at random from the list so far:
Values in the order: Granule exo inh, NR2E3 ag-1, aDG glyco up, HIF-2a inh, NR2E3 ag-2, Peg3 prom inh, PDI turbidity, hiPSC survival, MITF TRPM1 inh, Vif imaging, CaV13 FRET inh
27. CCCn1c(NC(=O)c2ccc(Cl)c(S(=O)(=O)N3CCCC3)c2)nc2ccccc21
    2, 1, 0.2, 12, -17, 53*, 3, -2.2, 33, -16, -6
23. COc1ccc(-c2oc3ccccc3c2C(=O)OCc2ccccc2)cc1
    3, 0, -0.1, -162, -47, -112, 2, 0.3, -14, 0, -10

Following part:
Values in the order: Granule exo inh, NR2E3 ag-1, aDG glyco up, HIF-2a inh, NR2E3 ag-2, Peg3 prom inh, PDI turbidity, hiPSC survival, MITF TRPM1 inh, Vif imaging, CaV13 FRET inh
31. Cc1ccc(N2C(=O)N(CC(=O)Nc3cc(C)cc(C)c3)C(=O)C2C)cc1 (configuration not stated)
    -2, 0, 0.1, -7, -16, 1, -4, -0.7, 9, /, 6
32. COc1ccc(OCCOc2ccccc2[N+](=O)[O-])cc1
    -2, -2, -0.2, -198, -82, -234, -3, 1.3, -62, 1, -3
33. COc1ccccc1NS(=O)(=O)c1ccc(C(=O)NCc2ccco2)cc1
    -1, /, 0.2, 15, 7, 13, 2, 0.4, 13, -10, -5
34. O=C1OC(CC(=O)N(Cc2nnc(-c3ccc(Cl)cc3)o2)C2CC2)c2ccccc21 (configuration not stated)
    -2, 2, 0.0, 0, 3, -6, -2, -0.5, 3, -3, -2
35. CC(=O)OC(C)C[N+](C)(C)C (configuration not stated)
    -5, 2, 0.2, 21, 21, -7, -2, 0.6, -5, -3, -4
36. Cc1ccc(C(C)C)c(OCC(=O)N/N=C2\CC(=O)CC(C)(C)C2)c1
    5, 6, 0.1, 6, -24, 24, 2, 0.4, 1, 11, -2
37. COc1ccc(N(C(=O)c2cccnc2)S(=O)(=O)c2cccs2)cc1
    4, -3, 0.1, 4, -2, 15, -7, 0.2, 11, 38, -1
38. Cc1cccc(-c2noc(CN(C(=O)C(c3ccccc3)c3ccccc3)C(C)C)n2)c1
    4, -2, 0.0, -6, -5, 23, -1, 9.6, /, /, -4
39. Fc1cc(F)cc(-c2oncc2-c2nnnn2-c2ccccc2)c1
    1, 9, -0.2, 9, -12, 16, 1, 4.5, 1, 1, -5
40. CCOC(=O)Nc1cc2c(C)cc(=O)oc2cc1C
    -3, 3, -0.1, 3, -18, 5, -2, 5.5, 5, 0, /
41. CN(CCNC(=O)CN1CCN(Cc2ccccc2Cl)C1=O)Cc1ccccc1
    1, 0, 0.0, 9, -28, 13, 8, -1.9, 3, 3, /
42. O=C(Cn1nnc(-c2ccc3c(c2)OCO3)n1)N1CCOCC1
    1, 0, -0.4, -10, -9, -8, 4, 0.0, -2, 29, -5
43. O=P(c1ccccc1)(c1ccccc1)C(c1ccco1)N1CCOCC1 (configuration not stated)
    -4, 2, 0.1, 14, 5, 8, 12, -0.3, -6, 2, -4
44. COc1ccccc1N1CCN(S(=O)(=O)c2ccccc2F)CC1
    -1, -1, 0.1, -12, -16, 17, 6, -3.0, -7, -5, -7
45. COc1ccccc1-c1cc(C(=O)Nc2cccnc2Cl)no1
    -1, 1, 0.0, -19, 17, -14, 12, 2.1, -8, 22, -7
46. Cc1cc(C)c(S(=O)(=O)N(C)Cc2cnn(C)c2)c(C)c1
    -1, 2, -0.1, 18, 16, 0, -1, 7.2, 11, 1, -5
